BoNT-A LC inh2: BoNT/A light chain protease inhibitors, primary screen, biochemical, flow cytometry, MLPCN library; Botulinum neurotoxin type A light chain protease (Clostridium botulinum A str. ATCC 3502); multiplex microsphere protease substrate cleavage; inhibition, % at 10 µM; hit rate 0.17% among 360,000; AID 588499, 2011; further: plate controls were buffer without enzyme for full effect and enzyme alone for no effect
Vc quorum ag: inducers of Vibrio cholerae quorum light production without autoinducers, primary screen, BH1578 luxS cqsA deficient, single point | V. cholerae BH1578 lux reporter, luminescence, 6 h | hit rate 0.16% among 350,000 | activation, % at 18.7 µM | AID 588436, 2011; in the data active means activation mostly above about 9.7%, no sharp cut-off; inconclusive means no clear call, values can overlap the other calls; inactive means mostly below about 3.7%; further: not every result past the cut was called active; inactives centre near 0; reference of the scale not given here
Y pestis TopoI: Yersinia pestis topoisomerase I inhibitors, primary screen, biochemical, cleavage product accumulation, plate reader, single point | DNA topoisomerase I (Yersinia pestis CO92) | Y. pestis Topo-I cleavage product accumulation | activity, % at 10 µM | hit rate 0.064% among 360,000 | AID 504884, 2011; in the data active means activity above about 50%, passing the limit was not always enough; inconclusive means no clear call, values can overlap the other calls; further: inactives centre near 2
TcdB inh: TcdB glycohydrolase inhibitors, primary screen, biochemical, single point, plate reader; TcdB glycohydrolase enzymatic assay; Toxin B (Clostridioides difficile), P18177; inhibition, % at 9.99 µM; hit rate 0.24% among 350,000; in the data active means inhibition above about 10%
SARS 3CLpro inh: SARS-CoV 3CLpro protease inhibitors, primary screen, biochemical, quenched FRET. Replicase polyprotein 1ab (Severe acute respiratory syndrome coronavirus), P0C6X7. AID 1706, 2009. hit rate 0.14% among 290,000. inhibition, % at 6 µM. recombinant SARS-CoV 3CLpro, quenched FRET peptide cleavage; in the data active means inhibition above about 12%
PfHsp40 rescue: rescue of yeast from PfHsp40 toxicity, primary screen, S. cerevisiae, ATP luminescence. growth rescue, % at 12.5 µM. S. cerevisiae expressing PfHsp40, growth rescue. hit rate 0.68% among 340,000; in the data active means growth rescue above about 28%, passing the limit was not always enough; inconclusive means no clear call, values can overlap the other calls;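 further: yeast W303a lacking pdr1 and pdr3 grown in galactose medium; growth measured after three days at 30 °C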
PriA SSB inh: inhibitors of Klebsiella pneumoniae PriA binding to SSB C-terminal tail, primary screen, biochemical, AlphaScreen. AID 1272365, 2023. PriA–SSB C-terminal tail interaction (Klebsiella pneumoniae). AlphaScreen SSBct-PriA binding, biotinylated peptide. hit rate 0.6% among 430,000. inhibition, % at 33 µM; in the data active means inhibition mostly above about 37%, no sharp cut-off; inactive means mostly below about 20%;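 further: plate controls were negative control peptide for no effect and reference peptide for full effect; strong numbers were not always called active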
PrPC surface inh: inhibitors of human cell surface prion protein PrPC, primary screen, cell-based, TR-FRET. Major prion protein (Homo sapiens), P04156. TR-FRET read-out. inhibition, % at 13.8 µM. hit rate 0.43% among 370,000; in the data active means inhibition above about 24%; further: 0% = median of the test wells and 100% = reference compound wells
Anthrax LF prot: Bacillus anthracis LF protease inhibitors, primary screen, biochemical, multiplex microsphere, MLPCN library. multiplex microsphere protease cleavage assay. hit rate 0.12% among 360,000. inhibition, % at 10 µM. AID 588501, 2011; further: plate controls were buffer without enzyme for full effect and enzyme alone for no effect
Target sequence (P15917 whole entry, looked up): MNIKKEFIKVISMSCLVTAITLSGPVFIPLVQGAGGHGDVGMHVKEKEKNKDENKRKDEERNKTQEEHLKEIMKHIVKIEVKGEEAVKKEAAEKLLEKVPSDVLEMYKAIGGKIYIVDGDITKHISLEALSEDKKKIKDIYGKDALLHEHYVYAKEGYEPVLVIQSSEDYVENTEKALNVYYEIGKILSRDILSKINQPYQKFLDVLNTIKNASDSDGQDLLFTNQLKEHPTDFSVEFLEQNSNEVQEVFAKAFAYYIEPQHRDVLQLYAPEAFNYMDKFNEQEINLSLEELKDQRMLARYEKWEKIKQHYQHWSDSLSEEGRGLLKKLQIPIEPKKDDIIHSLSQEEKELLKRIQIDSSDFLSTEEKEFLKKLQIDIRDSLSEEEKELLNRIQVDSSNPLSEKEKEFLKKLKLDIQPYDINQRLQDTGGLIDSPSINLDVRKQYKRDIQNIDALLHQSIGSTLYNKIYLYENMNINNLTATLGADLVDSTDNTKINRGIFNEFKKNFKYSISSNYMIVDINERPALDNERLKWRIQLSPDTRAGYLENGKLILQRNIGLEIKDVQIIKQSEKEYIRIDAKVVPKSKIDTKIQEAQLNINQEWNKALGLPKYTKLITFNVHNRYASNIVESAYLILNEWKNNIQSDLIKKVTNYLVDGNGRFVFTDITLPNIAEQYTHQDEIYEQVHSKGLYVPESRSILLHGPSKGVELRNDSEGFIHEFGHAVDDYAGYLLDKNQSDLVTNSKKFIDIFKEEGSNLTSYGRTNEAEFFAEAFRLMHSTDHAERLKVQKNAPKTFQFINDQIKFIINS
An asterisk follows results filed as active; i = inactive; ? = inconclusive; nt = not tested or not shown. Unless noted, no stated cut-off is given here; in the data, active means inhibition above about 30%; inconclusive means no clear call, values can overlap the other calls; inactive means below that. These rows are one share of the data. The share of hits here may be higher or lower than overall.

SMILES	BoNT-A LC inh2	Vc quorum ag	Y pestis TopoI	TcdB inh	SARS 3CLpro inh	PfHsp40 rescue	PriA SSB inh	PrPC surface inh	Anthrax LF prot
COc1cc(CNCc2ccc(OC)c(OC)c2OC)cc(OC)c1	-0.2	i	?	nt	3	1.4	4	4	0
CCn1ccc(C(=O)NCc2ccc3c(c2)OCO3)n1	-0.9	-1.1	6	-0.9	0	-2.9	1	-5	-2
CC(C)(C)c1ccc(CC(=O)N2CCC2(C)C(=O)NS(=O)(=O)c2cccc(Cl)c2)cc1 (stereo unspecified)	-0.4	-0.1	9	-1.9	nt	nt	nt	0	6
CC(=O)CCc1ccccc1	-0.3	-0.3	5	1.0	nt	-1.2	-6	3	1
Cc1cc(N2C(=O)C3C4C=CC(C4)C3C2=O)ccc1NC(=O)c1cccs1 (stereo unspecified)	-0.8	i	2	nt	3	-0.6	-22	-1	0
COc1ccc(C(C)(C)C)cc1NC(=O)COC(=O)c1cnc(C)cn1	1.3	i	2	0.5	0	-0.3	10	-6	10
O=C(NCC1CCCO1)c1csc2c1CCCCC2 (stereo unspecified)	-1.7	-12	3	nt	1	-1.2	6	-2	-6
Cn1c(SCc2ccccc2[N+](=O)[O-])nnc1-c1cccnc1	-0.1	-0.4	5	0.9	-1	-0.8	-16	-11	-4
CC1(C(=O)NS(=O)(=O)c2cccc(C#N)c2)CCN1C(=O)C1CCCCC1 (stereo unspecified)	-0.3	i	0	-0.3	nt	nt	nt	6	-1
O=C(c1cccc(S(=O)(=O)N2CCOCC2)c1)N(CCO)Cc1ccccc1	-0.9	-0.6	10	nt	1	-0.9	-11	-5	-7
O=C1Nc2cc(C(=O)N3CCc4ccccc4C3)ccc2S/C1=C\c1ccccc1	-0.5	-0.3	30	nt	-5	-0.5	-19	-1	-1
Cc1cccc(NS(=O)(=O)c2cc(C(=O)OCC(=O)Nc3cc(C)on3)ccc2C)c1	0.4	-0.3	-4	nt	2	-0.2	-7	-8	-2
CC(=O)Nc1ccc(C2=CC(=O)C[C@H](c3ccc(Cl)cc3)C2)cc1	-0.5	-5.9	26	0.5	nt	10	-4	-4	-1
COCCn1c(=NC(=O)/C=C/c2ccccc2)sc2cc(NC(C)=O)ccc21	-0.1	1.8	-3	nt	0	1.2	-4	-7	-4
O=c1c2cccc3c2c(nn1-c1ccccc1)-c1ccccc1-3	0.1	3.7	1	nt	4	0.5	-7	10	-6
Cc1cccc(Nc2nnc(SCC(=O)NC3CCCc4ccccc43)s2)c1C (stereo unspecified)	-0.4	-0.4	42	0.9	-2	3.7	3	5	-2
O=C(CC(NS(=O)(=O)c1ccc(Cl)cc1)c1ccco1)NCc1cccnc1 (stereo unspecified)	-0.5	0.7	-1	nt	3	-0.8	0	2	-1
Cc1ccc(SC[C@H](c2ccccc2)N2CCN(CCc3ccccc3)CCC2=O)cc1	0.2	-0.1	34	0.6	nt	2.2	-4	-4	7
O=C(/C=C/c1ccccc1)CCN1CCOCC1	0.6	i	3	-0.2	nt	-0.5	-16	-5	2
CCC(=O)N(c1nnc(SCC(=O)NN2C(=O)NC3(CCC(C)CC3)C2=O)s1)C1CC1 (stereo unspecified)	0.2	-5.6	-2	-0.7	nt	-0.3	-3	-9	-8
C/C(=N\NC(=O)c1cccc(C)c1)c1ccc(N2CCOCC2)cc1	-0.5	-0.2	-2	nt	0	-0.8	nt	6	-4
CC(Cl)(Cl)/C(=N/P(=S)(N1CCOCC1)N1CCOCC1)N1CCOCC1	-0.8	-0.3	-6	1.2	1	0.4	nt	10	-4
Cc1cccc(C)c1NC(=O)CN1CCN(C(=O)CCC(=O)N2CCC(c3ccccc3)=N2)CC1	0.1	-0.6	10	0.2	nt	nt	nt	-9	2
NC(=O)COc1ccccc1C(=O)NC12CC3CC(CC(C3)C1)C2	1.6	-0.9	5	0.3	-3	-0.9	-5	-5	-17
CC(=O)Oc1ccc(N(C(C)=O)S(=O)(=O)c2cc([N+](=O)[O-])ccc2C)cc1	0.1	-1.0	-13	nt	9	-0.1	-14	-16	1

By substructure: those above containing a thiophene ring, fused or not
SMILES	BoNT-A LC inh2	Vc quorum ag	Y pestis TopoI	TcdB inh	SARS 3CLpro inh	PfHsp40 rescue	PriA SSB inh	PrPC surface inh	Anthrax LF prot
Cc1cc(N2C(=O)C3C4C=CC(C4)C3C2=O)ccc1NC(=O)c1cccs1 (stereo unspecified)	-0.8	i	2	nt	3	-0.6	-22	-1	0
O=C(NCC1CCCO1)c1csc2c1CCCCC2 (stereo unspecified)	-1.7	-12	3	nt	1	-1.2	6	-2	-6

(further entries)
SMILES	BoNT-A LC inh2	Vc quorum ag	Y pestis TopoI	TcdB inh	SARS 3CLpro inh	PfHsp40 rescue	PriA SSB inh	PrPC surface inh	Anthrax LF prot
N#Cc1c(/N=C\c2ccc(O)c([N+](=O)[O-])c2)sc2c1CCCC2	-0.4	-0.2	5	1.8	0	-0.8	nt	-3	-1
O=c1nc2n(CCO)c3ccccc3cc-2c(=O)[nH]1	1.5	nt	-3	0.8	nt	-3.1	-8	-20	-4
O=C1CCCN2N=C(SCC(=O)Nc3cccc(C(F)(F)F)c3)SC2=N1	0.6	-0.4	-6	1.0	-3	-0.7	-8	11	-1
CC(C)C(c1nnnn1Cc1ccc(F)cc1)N1CCN(C2CCCCC2)CC1 (stereo unspecified)	0.2	-1.1	-2	nt	3	0.5	-24	-8	-1
CCOc1ccc(C(=O)NC2CCN(C(=O)NCc3ccccc3)CC2)cc1	-2.1	-0.2	5	nt	4	1.8	-15	1	-3
CCOc1ccc(CSCCNC(=S)Nc2ccc(OC)cc2)cc1	-0.3	-0.3	6	1.3	6	6.1	-9	15	-8
O=S(=O)(Nc1ccc(-c2nc3cccnc3s2)cc1)c1ccc(Cl)s1	1.0	0.3	0	-1.3	0	0.7	3	-2	-1
Cc1cccc(N2CC(C(=O)Nc3nc4ccc(S(C)(=O)=O)cc4s3)CC2=O)c1C (stereo unspecified)	-0.1	-0.2	12	-1.6	4	-0.1	7	18	0
CC(Oc1cccc(Br)c1)C(=O)NNC(=O)CCNC(=O)c1ccccc1Cl (stereo unspecified)	-0.1	i	5	1.4	nt	-0.9	-4	6	-3
Cn1cc(S(=O)(=O)N2CCC3(CC2)OCCO3)c(=O)n(C)c1=O	-0.7	i	4	-9.6	1	-0.7	-4	12	3
COc1ccccc1NC(=O)CN1CCN(c2ccc(F)cc2)CC1	-1.4	0.8	18	0.8	nt	-1.1	-15	3	13
COC(c1ccccc1)c1nnc(CCC(=O)N2CCN(C3CCCC3)CC2)o1 (stereo unspecified)	13	-0.7	11	0.9	8	0.1	-9	-5	3
CC1CCCN(CC(=O)Nc2cc(Cl)ccc2Oc2ccccc2)C1 (stereo unspecified)	1.2	i	49	0.5	4	1.9	-36	6	-6
CCOc1ccccc1NC(=O)NC(=O)N(C)S(C)(=O)=O	-0.9	-0.2	12	0.5	-3	-0.6	-11	6	-2
N#Cc1cccnc1N1CCN(C(=O)c2cccc3c2C(=O)c2ccc(-c4ccc(Cl)c(C(F)(F)F)c4)cc2S3(=O)=O)CC1	-0.2	i	-2	nt	nt	0.3	-6	nt	-4
CCCOC(=O)C1=C(C)NC2=C(C(=O)CC(C)(C)C2)C1c1ccc(N(C)C)cc1 (stereo unspecified)	1.0	-0.1	13	nt	-2	-0.8	7	-2	-3
Cc1ccc(S(=O)(=O)N(CC(=O)NCc2cccs2)c2ccccc2)cc1	3.5	i	-4	1.5	nt	42*	-13	0	-3
O=C(COC(=O)c1cc(NS(=O)(=O)c2cccs2)ccc1O)Nc1ccccc1	-0.6	-0.4	-2	0.2	4	-0.4	6	6	0
CC(=O)NC(CSC(CC(=O)c1ccco1)c1ccc(C)cc1)C(=O)O (stereo unspecified)	-0.4	-0.4	-9	-1.6	5	-0.8	5	-5	-2
CC(C)N(C(=O)Cn1cc(S(=O)(=O)CC(=O)NCc2ccc(F)cc2)c2ccccc21)C(C)C	-3.2	i	17	1.0	-2	0.1	-11	-2	-4
COc1cc(CNCc2cc(OC)ccc2OC)cc(OC)c1	3.1	-0.5	-4	0.7	-3	-1.0	-1	-5	-3
c1ccc2c(c1)CC(N1CCCCC1)c1ccccc1S2 (stereo unspecified)	-0.1	-0.4	3	0.5	nt	0.3	-11	8	0
CC(C)C[C@H](NC(=O)NCc1ccc(F)cc1)C(=O)O	-0.9	i	-4	0.3	2	0.6	-7	5	-8
O=Cc1cn(Cc2ccc(Br)cc2)c2ccccc12	-0.7	-1.9	11	1.7	-1	8.1	-5	8	-4
Cc1ccc(NC2CCCN(C(=O)CCc3cn[nH]c3)C2)cc1C (stereo unspecified)	0.5	-0.2	6	-0.9	-2	3.5	2	-2	-1
SMILES	BoNT-A LC inh2	Vc quorum ag	Y pestis TopoI	TcdB inh	SARS 3CLpro inh	PfHsp40 rescue	PriA SSB inh	PrPC surface inh	Anthrax LF prot
COc1ccc(OCCCC(=O)N2CCN(S(=O)(=O)c3cccc(F)c3)CC2)cc1	nt	i	28	-0.2	nt	1.3	5	6	nt
C#Cc1ccc([C@H]2C=C(C(=O)OCC=C)O[C@@H](OCCCCO)C2)cc1	0.2	i	16	nt	nt	-1.9	-3	-2	-9
O=C(O)c1ccccc1C(=O)NCCCCCCNC(=O)c1ccccc1C(=O)O	-3.8	i	4	0.9	2	0.7	-19	-12	4
Cc1ccc(C)c(N(C(=O)CS(=O)CC(=O)Nc2ccc3c(c2)OCO3)C(C)C(=O)NC2CCCC2)c1 (stereo unspecified)	-0.1	-3.8	22	nt	-1	-1.2	-19	1	0
COc1ccc(N2CCN(C(=O)CNC(=O)c3cn(-c4ccccc4OC)c(=O)c4ccccc34)CC2)cc1	-1.0	1.6	7	-5.8	3	-0.9	-2	4	-3
CCn1c(C)cc(O)c(C(=O)Nc2cccc(Cl)c2)c1=O	0.2	i	-3	-7.9	5	-0.3	7	-8	1
CS(=O)(=O)N1CCC(C(=O)Nc2cccc(Cl)c2)CC1	1.2	i	6	1.8	-3	-1.3	-18	-6	-4
Cc1ccc(S(=O)(=O)N(C)C)cc1NC(=O)CSc1nncs1	nt	i	18	1.2	nt	6.3	-1	6	nt
CC(C)CN1C(=O)c2ccc(C(=O)Nc3ccccn3)cc2C1=O	0.0	0.3	-1	nt	1	-0.4	-10	-9	-8
CN(Cc1ccccc1F)C(=O)CN1C(=O)NC2(CCc3ccccc32)C1=O (stereo unspecified)	-6.1	i	5	-2.9	nt	1.7	-19	1	-6
O=C(CCN1C(=O)c2ccccc2C1=O)Nc1ccncc1	0.0	-0.4	-6	nt	1	-0.7	-2	3	-1
COC(=O)Cc1[nH]n(-c2nc3ccccc3s2)c(=O)c1C(C)=Nc1ccc(C)cc1	-0.9	-0.4	4	-0.4	3	-0.1	-5	5	-4
COC(=O)c1ccc(N2C(=O)C3CC=CC(C)C3C2=O)cc1 (stereo unspecified)	-0.1	i	3	0.6	-1	-0.5	1	5	2
O=C(NCc1ccccc1)c1nc(-c2cccs2)no1	0.2	-0.4	-2	-0.9	1	0.6	-11	3	-2
COc1ccc2c(c1)c(C(=O)CN1CCC3(CC1)OCCO3)c(C)n2Cc1ccccc1	-0.4	i	17	nt	-5	-0.1	-8	-2	0
O=C(COC(=O)Cc1ccc(S(=O)(=O)N2CCCCC2)s1)Nc1ccc2c(c1)OCO2	0.4	i	7	nt	0	0.2	14	1	-1

Compound activity: PubChem BioAssay, several laboratories
